hiPSC survival: increases survival of single human iPS cells. hiPSC single-cell survival, ATPlite luminescence; 100% = ROCK inhibitor wells, 0% = DMSO. survival enhancement, % at 20 µM. hit rate 0.044% among 360,000; in the data active = survival enhancement above about 18%;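 also: cells exposed to compounds for 16 hours before the ATP read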
TWEAK Fn14 block: blocks TWEAK-Fn14 interaction in a reporter cell assay; inhibition, % at 10 µM; AID 1159606; TWEAK-stimulated Fn14 reporter cells, luciferase luminescence, 8 h; hit rate 2% among 360,000; in the data active = inhibition above about 50%
aDG glyco act: increases alpha dystroglycan glycosylation | Pro5-aDG cells, alpha-DG glycosylation AlphaScreen (IIH6); 0% Pro5, 100% B10-LARGE cell signal | activation, % at 10 µM | hit rate 0.22% among 360,000 | AID 624168;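 active = activation of at least 8% versus controls, or a plate z-score of at least 8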;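 also: Pro5 are CHO cells carrying HIG-tagged alpha-DG that lacks glycosylation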
NR2E3 ag-1: agonists of human nuclear receptor NR2E3; inhibition of corepressor binding, % at 4.78 µM; Q9Y5X4; GST-NR2E3/biotin-RetCOR TR-FRET, 1536-well; AID 2300; hit rate 0.12% among 320,000;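 active = percent inhibition above the cutoff of mean plus 3 SD of all tested compounds, set per screening campaign, cut at about 20% in these data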;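 also: 0% = DMSO wells and 100% = biotin wells as full block of FRET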
Target sequence (Q9Y5X4 whole entry, looked up): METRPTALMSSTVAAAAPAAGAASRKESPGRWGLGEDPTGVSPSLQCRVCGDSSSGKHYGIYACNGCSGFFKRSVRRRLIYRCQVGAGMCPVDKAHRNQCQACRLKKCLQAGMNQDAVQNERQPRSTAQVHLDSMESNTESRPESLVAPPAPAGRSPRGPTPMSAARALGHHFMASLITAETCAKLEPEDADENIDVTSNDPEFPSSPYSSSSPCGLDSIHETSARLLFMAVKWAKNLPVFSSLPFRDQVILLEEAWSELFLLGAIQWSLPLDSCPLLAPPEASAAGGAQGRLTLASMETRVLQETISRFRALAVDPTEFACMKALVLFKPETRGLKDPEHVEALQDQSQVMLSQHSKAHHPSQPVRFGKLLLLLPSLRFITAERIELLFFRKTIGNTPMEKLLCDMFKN
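Test system: GST-NR2E3 and biotin-RetCOR proteins | Quantity: 1.35 nM GST-tagged NR2E3 final | Medium: Tris pH 7.5 | Also added: 7 nM biotin-RetCOR | Dosing: Compound at 4.8 µM, single dose | Timing: 5 h at 4 °C | Detection: Time-resolved FRET | Read-out basis: Percent inhibition | Benchmarks: Biotin wells as high control, 0.6% DMSO wells as low control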
Peg3 prom inh: reduces Peg3 promoter-driven luciferase expression in HeLa; hit rate 1.7% among 360,000; inhibition, % at 20 µM; HeLa PEG-Prom luciferase reporter, luminescence, overnight;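 active = inhibition of at least 50% at 20 µM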
MITF TRPM1 inh: reduces MITF-dependent TRPM1 promoter luciferase signal; SK-MEL-5 TRPM1 promoter luciferase, 24 h; inhibition, % at 12.5 µM; hit rate 0.83% among 330,000; AID 488899;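 active = mean inhibition across replicates of 60% or more, whatever share of single replicates reaches that level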; also: values of inactives mirror those of a sister screen read the other way
NR2E3 ag-2: activates human NR2E3 receptor. Q9Y5X4. AID 602229. inhibition of corepressor binding, % at 3.98 µM. CHO-S Gal4-NCOR/VP16-NR2E3 two-hybrid, luciferase. hit rate 0.35% among 360,000;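 active = inhibition above the mean of all tested compounds plus 3 SD, cut at about 70% in these data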;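 also: 0% = DMSO with NR2E3 transfected cells and 100% = cells lacking NR2E3 construct; higher means lower luciferase signal from less NR2E3 corepressor binding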
CF NFkB block: inhibitors of cystic fibrosis induced NF-kB. KKLEB NF-kB-GFP reporter, PAF-induced, GFP fluorescence overnight. inhibition, % at 5 µM. hit rate 0.86% among 360,000. AID 588850;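 active = at least 50% inhibition at 5 µM, scaled per plate between neutral and stimulator controls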;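 also: PAF is a Pseudomonas aeruginosa culture filtrate used as stimulus; plate controls were PAF-stimulated DMSO wells for no effect and unstimulated DMSO wells for full effect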
HIF-2a block: blocks HIF-2a reporter activity | 786-0 RCC cells HIF-2a reporter, luciferase luminescence, overnight | inhibition, % at 18.8 µM | hit rate 0.72% among 360,000 | AID 624352;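 active = inhibition of the luminescence signal of 40% or more relative to plate controls, in a single-dose primary screen at 18.75 µM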
KKLEB cytotox: CF airway cell cytotoxicity counter-screen. hit rate 0.36% among 360,000. AID 602141. KKLEB CF airway cells viability, ATPlite luminescence, overnight; stronger effect = lower value; cells stimulated with P. aeruginosa culture filtrate. activity change (cytotoxicity), % at 5 µM;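 active = corrected activity change at or below -50% at 5 µM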
Shn3 3UTR inh: Schnurri-3 reporter inhibition in Clone20 osteoblasts | Clone20 osteoblast Shn3 3'UTR firefly luciferase, 24 h | inhibition, % at 12.5 µM | hit rate 0.52% among 360,000 | AID 588674;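 active = mean inhibition of at least 75% with every replicate also reaching 75%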;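 also: 0% = median of neutral control wells and 100% = pilot-screen positive control compound; some compounds past the cut are filed as inactive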
* marks the source's active call; other numbers are inactive results; / = no result given.

1. CCN(CC)CCn1c2ccccc2c2nc3ccc([N+](=O)[O-])cc3cc21
2. Cc1noc(NS(=O)(=O)c2ccc(NC(=O)c3ccoc3C)cc2)c1C
3. CC(=O)N1CCN(C(=O)COC(=O)CNC(=O)c2ccccc2C)CC1
4. COC(=O)[C@@]12CCCCN1[C@H](c1ccc(SC3CCCCC3)c(OC)c1)[C@@H]1C(=O)N(C)C(=O)[C@@H]12
5. CC(=O)NCCC1CCCCN1C(=O)c1cc(COc2cc(C)ccc2C)on1 (stereo not drawn)
6. COc1ccc([N+](=O)[O-])cc1NC(=O)CSCc1ccc(Br)cc1
7. Cc1nc(N)ncc1Sc1ccc(Cl)cc1
8. CC(=O)NCCC(=O)Nc1cc(S(=O)(=O)N2CCCCC2)ccc1Oc1cccc(C)c1
compound no.	1	2	3	4	5	6	7	8
hiPSC survival	-0.6	-0.5	0.3	-2.5	-0.6	-3.4	-2.5	-0.4
TWEAK Fn14 block	-15	-12	4	3	-20	-15	5	-7
aDG glyco act	-0.2	-0.2	-0.2	0.1	-0.2	0.4	0.4	-0.1
NR2E3 ag-1	0	-2	-1	-3	3	1	-6	/
Peg3 prom inh	28	7	-4	9	-310	33	16	23
MITF TRPM1 inh	-12	6	1	-7	-80	2	-3	-5
NR2E3 ag-2	-109	2	-4	8	-116	-7	-1	-13
CF NFkB block	-68	-1	-6	21	8	-5	14	-18
HIF-2a block	-59	15	1	12	-233	16	11	16
KKLEB cytotox	10	-1	3	3	-1	2	1	8
Shn3 3UTR inh	-122	13	-12	81	-100	13	8	-6

Overlap with the part before: 4 entries, then new ones.
5. CC(=O)NCCC1CCCCN1C(=O)c1cc(COc2cc(C)ccc2C)on1 (stereo not drawn)
6. COc1ccc([N+](=O)[O-])cc1NC(=O)CSCc1ccc(Br)cc1
7. Cc1nc(N)ncc1Sc1ccc(Cl)cc1
8. CC(=O)NCCC(=O)Nc1cc(S(=O)(=O)N2CCCCC2)ccc1Oc1cccc(C)c1
9. [O-]C(=C(C(=S)Nc1cccc2ccccc12)[n+]1cccc(CO)c1)c1ccc(Cl)s1
10. COC(=O)c1cc(NCc2cccs2)ccc1N1CCOCC1
11. O=S(=O)(Nc1nc2ccccc2[nH]1)c1ccccc1
12. Cc1noc(C)c1CN(C(=S)NC1CC1)c1ccccc1
13. CCOc1ccc(/C(O)=C2/C(=O)C(=O)N(c3ncccn3)C2c2ccc(Cl)cc2)cc1 (stereo not drawn)
14. O=c1c2ccccc2cnn1Cc1n[nH]c(=S)n1-c1ccc(F)cc1
15. CCC1S/C(=N/N=C/c2ccco2)NC1=O (stereo not drawn)
16. O=C(Cn1c(=O)oc2cc(S(=O)(=O)N3CCc4ccccc43)ccc21)N1CCCCC1
compound no.	5	6	7	8	9	10	11	12	13	14	15	16
hiPSC survival	-0.6	-3.4	-2.5	-0.4	-1.8	4.2	-0.9	1.0	-0.7	-0.4	-0.2	-0.5
TWEAK Fn14 block	-20	-15	5	-7	20	12	13	-7	9	20	-3	-11
aDG glyco act	-0.2	0.4	0.4	-0.1	-0.2	-0.2	0.0	-0.1	0.0	0.3	0.0	0.5
NR2E3 ag-1	3	1	-6	/	/	-3	3	-1	0	0	0	-3
Peg3 prom inh	-310	33	16	23	1	12	10	10	10	11	7	2
MITF TRPM1 inh	-80	2	-3	-5	25	1	-13	5	/	9	-1	-3
NR2E3 ag-2	-116	-7	-1	-13	-9	-17	0	-5	-1	6	8	6
CF NFkB block	8	-5	14	-18	12	-4	-5	6	4	16	-9	-2
HIF-2a block	-233	16	11	16	2	11	29	17	15	9	-11	26
KKLEB cytotox	-1	2	1	8	-2	14	7	0	-5	-11	-8	4
Shn3 3UTR inh	-100	13	8	-6	-2	17	-8	-4	-5	4	-2	0

17. CCc1cccc(NC(=O)CCC(=O)N2CCSc3ccccc32)c1
18. COc1cccc(C(=O)C(CCC#N)c2ccccc2)c1 (stereo not drawn)
19. Cc1ccc(Nc2nnc(SCC(=O)NCC3CCCO3)s2)cc1C (stereo not drawn)
20. COc1cc(C(C(=O)NC2CCCCC2)N(CCN2CCOCC2)C(=O)C2COc3ccccc3O2)cc(OC)c1OC (stereo not drawn)
21. Cc1ccc(-c2cn3c(n2)SCC3)cc1
22. CCOc1ccc(NS(=O)(=O)c2cc(C(=O)N3CC(C)OC(C)C3)ccc2C)cc1 (stereo not drawn)
23. COc1ccc(NC(=O)CN(C)C(=O)c2ccc3c(c2)OCCO3)cc1
24. Cc1nc(NC(=O)c2cc3ccccc3o2)sc1C
compound no.	17	18	19	20	21	22	23	24
hiPSC survival	-2.1	3.4	-0.5	1.0	-0.5	0.0	-0.2	-0.5
TWEAK Fn14 block	-14	4	-10	-14	-6	9	-14	57*
aDG glyco act	0.0	-0.2	0.0	-0.4	-0.1	0.0	-0.3	0.1
NR2E3 ag-1	1	/	/	2	2	2	0	4
Peg3 prom inh	1	9	-149	22	-284	14	-44	-96
MITF TRPM1 inh	2	/	-34	-9	-27	1	-8	5
NR2E3 ag-2	-6	6	-14	-18	-104	-23	-9	-120
CF NFkB block	40	24	4	-4	-12	-13	6	-12
HIF-2a block	11	13	-174	16	-187	20	-50	-72
KKLEB cytotox	-28	4	-10	6	6	-2	-4	-7
Shn3 3UTR inh	-7	11	-52	-8	-95	7	-37	-11

25. CCCOc1ccc(C(=O)CCC(=O)OCC(=O)N(C)c2c(N)n(Cc3ccccc3)c(=O)[nH]c2=O)cc1
26. Cc1ccc2cc3c(nc2c1)OCC3
27. C=CCc1cc(Cl)ccc1OCCOCCNC(C)(C)C
28. COc1ccccc1NC(=O)Nc1ccccc1N1CCOCC1
29. O=C(CNC(=S)N(Cc1ccc(F)cc1)C1CCCCC1)NCCN1CCOCC1
30. COC(=O)CSc1nnc(Cc2cc(=O)[nH]c(=O)[nH]2)n1-c1cccc(OC)c1
31. COc1ccc(NC(=O)COc2nsnc2N2CCOCC2)cc1
32. COc1cc([N+](=O)[O-])cc(/C=N/NC(=O)c2cccnc2)c1O
compound no.	25	26	27	28	29	30	31	32
hiPSC survival	-0.3	0.1	-2.1	-0.5	-0.8	-1.2	1.4	0.3
TWEAK Fn14 block	17	-6	8	61*	-6	5	0	7
aDG glyco act	-0.3	0.0	2.1	0.0	0.0	0.0	-0.2	0.0
NR2E3 ag-1	-1	3	0	3	3	4	1	-2
Peg3 prom inh	14	-57	15	4	4	-10	3	14
MITF TRPM1 inh	14	-39	1	1	9	2	-10	1
NR2E3 ag-2	-27	-8	2	-8	-7	-10	-12	-7
CF NFkB block	25	11	2	-7	-2	-6	7	-5
HIF-2a block	1	-115	13	-40	14	3	12	-4
KKLEB cytotox	-9	-7	-6	7	-1	5	-6	-3
Shn3 3UTR inh	-3	/	-5	-19	-2	-20	-5	/

33. Cc1noc(NS(=O)(=O)c2ccc(NC(=O)C(Cl)(Cl)Cl)cc2)c1C
34. COc1cccc(N2CCN(c3ccc4nnc(CCC(=O)Nc5cc(C)ccn5)n4n3)CC2)c1
35. CC(C(=O)N(C)C1CCCCC1)N1CCC(C(N)=O)CC1 (stereo not drawn)
36. O=C(Nc1ccc2c(c1)OCCO2)c1cccc(S(=O)(=O)N2CCOCC2)c1
37. Cc1cccc(-n2nnc3cnn(C)c3c2=O)c1
38. CCN1CCN(CCOc2cccc(Oc3ccccc3)c2)CC1
39. Cc1cc2c(cc1C)CN(c1ccccc1)C2
40. Cc1cc(=O)[nH]c2c(N=Nc3ccc(O)cc3)c(N)nn12
compound no.	33	34	35	36	37	38	39	40
hiPSC survival	-0.3	-0.2	0.0	-4.2	-0.3	-1.5	0.2	-0.9
TWEAK Fn14 block	7	-3	17	-7	-1	5	4	0
aDG glyco act	0.1	0.2	0.1	0.0	0.6	0.2	-0.2	-0.1
NR2E3 ag-1	0	0	2	1	2	3	-4	/
Peg3 prom inh	11	20	0	-138	8	-10	-301	5
MITF TRPM1 inh	8	-3	-4	-52	-2	-6	-98	5
NR2E3 ag-2	-16	-5	-34	-5	-2	2	-100	0
CF NFkB block	1	8	4	5	-8	1	17	2
HIF-2a block	11	1	8	-128	2	-13	-285	7
KKLEB cytotox	-22	-2	-3	-4	-3	-10	-18	-3
Shn3 3UTR inh	0	9	3	-30	-11	-2	-112	-2

Next section, starting with the last 2 of the part before.
39. Cc1cc2c(cc1C)CN(c1ccccc1)C2
40. Cc1cc(=O)[nH]c2c(N=Nc3ccc(O)cc3)c(N)nn12
41. COc1ccc(Br)cc1CNc1ccc(N2CCOCC2)cc1
42. Cc1ccc(OCC(=O)OCC(=O)c2cccc([N+](=O)[O-])c2)cc1C
43. O=C(COC(=O)CCc1nc2ccccc2c(=O)[nH]1)Nc1ccc(Cl)cn1
44. Cc1ccc(NC(=O)/C(=C\c2cccc(Br)c2)NC(=O)c2ccco2)cc1
45. O=C(COC(=O)c1ccc([N+](=O)[O-])o1)NC1CCCCC1
46. O=C(NCc1ccc(F)cc1)c1ccc(S(=O)(=O)N2CCCC2)cc1
47. O=C(NCC(c1ccco1)N1CCc2ccccc2C1)c1cccc([N+](=O)[O-])c1 (stereo not drawn)
48. CCOC(=O)c1cc2c(ccn2C)n1CC(=O)N(C)C
compound no.	39	40	41	42	43	44	45	46	47	48
hiPSC survival	0.2	-0.9	-0.7	0.2	-0.6	0.1	-0.5	3.7	0.0	0.9
TWEAK Fn14 block	4	0	3	6	-3	14	14	4	-3	2
aDG glyco act	-0.2	-0.1	-0.2	-0.3	0.0	0.3	0.0	0.2	0.2	-0.3
NR2E3 ag-1	-4	/	-4	1	2	2	/	/	0	3
Peg3 prom inh	-301	5	-14	14	17	22	20	15	20	6
MITF TRPM1 inh	-98	5	-4	5	13	-6	11	/	-3	12
NR2E3 ag-2	-100	0	-16	5	-23	15	-40	10	-4	-16
CF NFkB block	17	2	-8	-40	2	8	23	-6	2	-9
HIF-2a block	-285	7	-21	0	5	-3	3	17	15	19
KKLEB cytotox	-18	-3	1	4	15	-15	-2	1	-12	-13
Shn3 3UTR inh	-112	-2	9	2	-3	-2	-6	0	-3	-4

49. Cc1cccc(NC(=O)Cn2cnc3c(oc4nc5c(cc43)COC(C)(C)C5)c2=O)c1
50. Cc1ccccc1N1CCN(C2CCCN(C(=O)c3ocnc3C)C2)CC1 (stereo not drawn)
51. OCCNCc1cc(Br)ccc1OCc1ccc(Cl)cc1Cl
52. COc1ccc(C(=O)NCCSC2CCCCC2)cc1
53. NC(=O)NNc1cccc(Cl)n1
compound no.	49	50	51	52	53
hiPSC survival	6.2	-0.6	-4.1	-1.4	-0.1
TWEAK Fn14 block	13	1	16	14	1
aDG glyco act	-0.3	0.1	3.3	0.1	-0.3
NR2E3 ag-1	0	/	/	1	5
Peg3 prom inh	7	6	65*	-234	-12
MITF TRPM1 inh	-3	8	20	-79	6
NR2E3 ag-2	-68	-22	22	-78	-26
CF NFkB block	-6	3	-9	9	-1
HIF-2a block	4	5	8	-204	1
KKLEB cytotox	10	-12	-6	-6	2
Shn3 3UTR inh	-8	2	53	-49	2
